# E-sel TNF inh: blocks E-selectin expression induced by TNF alpha; inhibition, % at 2 µM; HUVEC TNFa-induced E-selectin immunofluorescence, high content; AID 1246; hit rate 0.71% among 120,000;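 active means inhibition above the batch mean plus 3 SD, and confirmed as a hit on visual image review, cut at about 43% in these data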;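 further: 0% = TNF-stimulated DMSO wells and 100% = unstimulated control wells; not every result past the cut was called active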
# Phagocytosis inh: macrophage phagocytosis inhibition; J774A.1 macrophage IgG-bead phagocytosis, imaging; hit rate 0.07% among 110,000; inhibition, % at 5 µM; AID 1029;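 active means inhibition above the mean of the plate negative controls plus 5 SD, cut at about 13% in these data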;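 further: phagocytic index as fraction of beads internalized from green versus red external bead signal; plate controls were DMSO negative control for no effect and cytochalasin-D positive control for full effect; some results beyond the cut were filed as inactive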
# HCT116 bCat-KO: beta-catenin-lacking colon tumor cell growth suppression. HCT116 beta-catenin knockout viability, CellTiter-Glo, 60 h; active compounds read low. viability, % at 10 µM. hit rate 1.5% among 140,000. AID 818;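 active means viability at or under a set limit, the compound median less 4 SD, cut at about 6% in these data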;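 further: 0% = Hyamine 1622 control at 20 µM and 100% = untreated cell control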
# HCT116 PTEN-null: growth suppressors of cells with PTEN tumor suppressor deletion; HCT116 PTEN-null viability, CellTiter-Glo, 60 h; active compounds read low; viability, % at 10 µM; hit rate 1.2% among 140,000;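 active means viability at or below a set limit, 4 SD under the median of all tested compounds, cut at about 3.7% in these data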;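 further: PTEN knockout HCT116 line with beta catenin targeted HCT116 as companion control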
# NPY-Y2 antag: blocks the human neuropeptide Y Y2 receptor; P49146; NPY-Y2 expressing cells, antagonist mode; inhibition, % at 2.7 µM; hit rate 0.99% among 140,000; AID 793; in the data active means inhibition above about 17%;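 further: 0% = vehicle with agonist challenge and 100% = reference antagonist with challenge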
# Target sequence (P49146 whole entry, looked up): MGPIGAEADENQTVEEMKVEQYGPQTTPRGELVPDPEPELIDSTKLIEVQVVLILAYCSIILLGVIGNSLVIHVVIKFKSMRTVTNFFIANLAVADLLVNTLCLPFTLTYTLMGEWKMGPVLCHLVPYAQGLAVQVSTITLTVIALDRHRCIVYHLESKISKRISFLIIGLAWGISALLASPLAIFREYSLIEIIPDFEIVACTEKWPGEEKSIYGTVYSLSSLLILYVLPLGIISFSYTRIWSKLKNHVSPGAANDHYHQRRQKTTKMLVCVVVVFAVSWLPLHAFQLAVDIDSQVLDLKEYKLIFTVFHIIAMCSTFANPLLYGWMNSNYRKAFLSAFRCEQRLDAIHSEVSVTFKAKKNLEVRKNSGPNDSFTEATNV
# BB579 growth dn: yeast BB579 growth reduction in restrictive medium; S. cerevisiae BB579 growth, OD615, 48 h; inhibition, % at 10 µM; hit rate 0.51% among 140,000; AID 804;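 active means inhibition above a set limit, 3 SD over the mean compound inhibition, cut at about 44% in these data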; further: inactives centre near -24
#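 Test system: Saccharomyces cerevisiae DeaD strain BB579, replicative lifespan model yeast | Buffer or medium: Restrictive CSMM-D medium | Doses: One dose, 10 µM compound with 0.25% DMSO | Incubation: 48 h exposure, 30 °C | Detection: Culture absorbance at 615 nm | Control set: Amphotericin B at 10 µg/mL as positive control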
# Yeast life ext: yeast lifespan extension; S. cerevisiae growth with nicotinamide, OD615; deaD strain in restrictive glucose medium; inhibition of the nicotinamide effect, % at 10 µM; hit rate 0.68% among 130,000;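 active means inhibition above a set limit, placed 3 SD over the median of all compounds, cut at about 26% in these data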;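 further: 0% = nicotinamide-treated wells and 100% = cells grown without nicotinamide; some compounds called inactive have numbers as strong as hits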
#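 Test system – modified budding yeast, DeaD strain · Compound – single dose 10 µM compound, 0.25% DMSO · Times – culture preincubation 4 h, compound exposure 48 h, both 30 °C · Detection – optical density (absorbance) at 615 nm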
# Measles CPE: protection of cells from measles virus. Measles virus-infected cells, CPE protection, absorbance. protection (pct of control), % at 4 µM. hit rate 1.5% among 140,000; in the data active means protection mostly above about 24%, no sharp cut-off; inactive means mostly below about 26%; further: some compounds called inactive have numbers as strong as hits
# GALR2 antag: antagonists of human galanin receptor 2 (GALR2); AID 828; O43603; GALR2-expressing cells, antagonist mode; inhibition, % at 4 µM; hit rate 0.39% among 140,000; in the data active means inhibition above about 27%;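 further: cells stimulated with galanin 1-16 at roughly its EC80; 0% = agonist challenge control and 100% = basal control without agonist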
# Target sequence (O43603 whole entry, looked up): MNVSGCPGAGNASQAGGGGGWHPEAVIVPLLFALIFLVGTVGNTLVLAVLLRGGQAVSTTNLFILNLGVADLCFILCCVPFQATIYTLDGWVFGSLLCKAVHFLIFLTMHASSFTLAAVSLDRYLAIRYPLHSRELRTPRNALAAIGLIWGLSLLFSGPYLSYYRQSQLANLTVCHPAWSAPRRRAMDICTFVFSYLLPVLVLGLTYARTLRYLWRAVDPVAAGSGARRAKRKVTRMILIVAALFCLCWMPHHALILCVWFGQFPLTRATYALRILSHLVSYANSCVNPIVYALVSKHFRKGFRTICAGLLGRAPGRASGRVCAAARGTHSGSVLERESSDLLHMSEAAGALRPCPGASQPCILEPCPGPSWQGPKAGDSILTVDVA
# MRP1 act: activates MRP-1. hit rate 0.61% among 140,000. viability increase, % at 10 µM. H69AR cells + doxorubicin, viability rescue, CellTiter-Glo;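 active means viability gain under doxorubicin at or above a set limit, the compound median plus 3 SD, cut at about 4.7% in these data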;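 further: MRP-1 overexpressing cells given doxorubicin 25 µM after compound pretreatment; 18-22 h compound pretreatment then 72 h with doxorubicin before readout; 0% = doxorubicin-only wells and 100% = vehicle-treated cells without doxorubicin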
# Numbers without * were called inactive; / = not tested or not shown.
# Below each compound: E-sel TNF inh	Phagocytosis inh	HCT116 bCat-KO	HCT116 PTEN-null	NPY-Y2 antag	BB579 growth dn	Yeast life ext	Measles CPE	GALR2 antag	MRP1 act
(1) Cc1nc2ccc(NC(=O)N(C(C)C)C(C)C)cc2s1
    -2	0	106	101	1	-9	-4	11	2	-0.5
(2) CCOc1ccc(N2C(=O)CC(Sc3nc(C)cc(C)n3)C2=O)cc1 (centres undefined)
    /	0	101	102	1	13	-6	22	-12	-2.8
(3) COc1ccc(CC(=O)N2CCN(C(=O)Cc3ccc(OC)cc3)CC2)cc1
    -32	-1	75	85	3	-51	-23	5	6	-2.2
(4) CCCOC(=O)C1=C(C)NC2=C(C(=O)CCC2)C1c1ccc(N(C)C)cc1 (centres undefined)
    15	-1	96	105	-1	-43	-4	18	0	-0.9
(5) NC(=O)CSCc1cccc(Br)c1
    -1	/	87	97	0	-34	-6	1	7	-1.0
(6) CCn1nnc(-c2ccccc2NC(=O)c2ccc(-n3cnnn3)cc2)n1
    21	-1	75	77	6	0	-16	13	-5	-1.0
(7) OC(C#CCN1CCCC1)(c1ccccc1)c1cccc(F)c1 (centres undefined)
    4	4	85	83	2	-10	1	10	9	-2.7
(8) CCC(=O)Nc1cc(-c2nn3c(C)nnc3s2)ccc1C
    14	-1	96	92	1	-2	-13	25	-2	0.6
(9) CC1(C)CC(=O)C(C=NCC2CCN(C(=O)Nc3ccc(Cl)c(Cl)c3)CC2)=C(O)C1
    -15	3	96	91	1	-40	2	11	13	-4.1
(10) COc1c([N+](=O)[O-])c(=O)oc2ccccc12
    -6	-13	94	96	2	-15	6	9	1	0.0
(11) CCN(C(=O)c1sc(N)c(C#N)c1C)C1CCCCC1
    10	0	77	88	1	15	-12	4	13	-0.2
(12) CCOC(=O)CCc1c(C)nc2cc(C3CCCN(C(=O)OC(C)(C)C)C3)[nH]n2c1=O (centres undefined)
    4	-3	96	89	6	-33	-12	28	2	-3.1
(13) Cc1ccc(-n2c(=O)c3c(n4cnnc24)-c2ccccc2CC32CCCCC2)cc1
    /	-13	92	83	6	-18	1	10	-14	-3.8
(14) CCC(C)NS(=O)(=O)c1ccc(S(=O)(=O)N(CCc2ccc(OC)c(OC)c2)Cc2cccs2)cc1 (centres undefined)
    /	/	48	46	31*	-20	2	20	0	-1.8
(15) Cc1cccnc1NC1(C(F)(F)F)N=C(c2ccccc2)NC1=O (centres undefined)
    15	/	92	88	1	5	-13	38	8	-1.0
(16) O=C(O)c1ccc(CSCc2c(F)cccc2Cl)o1
    9	-2	92	94	3	-1	-8	20	-8	-2.8
(17) COc1ccc(-c2cn3cc(Cl)ccc3n2)cc1OC
    /	-1	100	86	7	-54	-29	24	10	-3.0
(18) CSc1ncccc1C(=O)OCc1ccccc1
    5	0	96	100	4	-41	-15	10	1	-0.6
(19) CCOC(=O)c1c(-c2ccccc2)csc1NC(=O)c1cc(S(=O)(=O)N2CCOCC2)ccc1C
    /	-16	88	79	4	-26	5	3	11	1.0
(20) CCOC(=O)Cc1c[nH]c2ccccc12
    7	-2	98	87	4	-1	-2	8	-5	-3.7
(21) CCCS(=O)(=O)N1CCCC(C(=O)NCCCOCC)C1 (centres undefined)
    25	/	94	103	-2	-16	-8	17	9	0.7
(22) CCCC(=O)Nc1c2c(nn1-c1ccc(OC)cc1)CS(=O)C2 (centres undefined)
    -14	/	95	93	-1	-58	-5	5	-4	-1.3
(23) S=C(Nc1ccccc1)N1CCCCC1
    -37	/	91	91	0	1	0	7	9	-1.4
(24) COc1ccc(/C=C/C(=O)N2CCCc3ccccc32)cc1
    19	-3	88	89	6	-29	-1	11	4	-2.9
(25) Cc1ccc(-n2[nH]c(C)c(C=Nc3ccc(S(=O)(=O)N4CCOCC4)cc3)c2=O)c(C)c1
    -20	-12	96	92	2	-31	3	3	5	-0.4
(26) COc1ccc(C2CC(=O)N3CN(c4ccc(C)c(Cl)c4)CSC3=C2C#N)cc1OC (centres undefined)
    19	/	90	87	2	4	-11	1	-9	-1.4
(27) CCOC(=O)c1c(NC(=O)C2c3ccccc3Oc3ccccc32)sc(C(C)=O)c1C
    27	-1	44	38	-2	-21	-7	25	-8	-1.9
(28) Cc1ccc(C(=O)CSc2nc3ccccc3c(=O)n2-c2ccccc2)s1
    /	1	99	109	-1	-15	-4	7	-1	-1.9
(29) O=C1C(C2=C(O)c3ccccc3C2=O)=Nc2ccccc21
    -30	/	8	2.8*	-1	-9	45*	17	7	-0.5
(30) COc1ccc(C(=O)N2CCN(c3nc4cc(C)ccc4cc3C#N)CC2)c(OC)c1
    1	-1	58	65	3	-3	-14	2	4	0.9
(31) CCC(C)NC(=O)c1[nH]c(C)c(C(=O)OC)c1C (centres undefined)
    22	-8	100	97	3	-32	1	8	1	0.9
(32) O=C(Nc1ccccn1)c1nc(-c2ccccc2)n(-c2ccccc2)n1
    /	2	92	91	1	-29	4	4	-9	-1.8
(33) N#Cc1cc2c(nc1SCc1ccccc1)CCCC2
    9	-3	89	96	7	-63	8	9	-20	1.8
(34) COc1cccc(-c2nnc(SCC3CNC(=O)O3)n2-c2ccc(Cl)cc2)c1 (centres undefined)
    -28	-1	96	91	3	-46	3	12	-13	-1.2
(35) C=CCn1c(CCNC(=O)c2cccs2)n[nH]c1=S
    /	-1	99	92	2	-4	3	24	3	2.6
(36) COc1ccc(C(=O)c2coc3ccc(O)c(CN4CCCCC4)c23)cc1
    /	-1	54	61	25*	10	1	7	11	-3.4
(37) Cc1cc(C)nc(SCC(=O)N/N=C/c2cccn2-c2ccc(O)cc2)n1
    6	-2	112	111	1	-14	-12	4	3	-1.6
(38) Cn1c(=O)c2c(ncn2Cc2cccc(Cl)c2)n(C)c1=O
    -4	/	89	77	1	-83	-7	9	14	-0.4
(39) COc1ccc(/C=N/NC(=O)COc2cccc3ccccc23)c(C(=O)O)c1OC
    /	-7	90	107	1	-2	-2	14	-2	1.9
(40) CC(=O)Nc1ccc(-c2nnc(SCc3ccccc3C#N)n2C)cc1
    /	-2	96	102	2	-20	-8	24*	-8	-2.1
(41) CC1CCCC(NC(=O)c2ccc3c(c2)N(Cc2ccccc2)C(=O)CS3=O)C1C (centres undefined)
    12	0	53	48	1	-38	-9	24	6	-1.1
(42) CCC(CC)c1nc(C#N)c(NCc2ccccc2)o1
    /	-2	32	33	6	-14	3	16	9	-4.5
(43) Cc1nnc(SCC(=O)c2ccccc2)n1Cc1ccccc1
    17	-4	90	94	1	-19	-4	7	-1	-3.2
(44) Cc1ccc(Oc2nc(-c3ccccc3)ncc2S(=O)(=O)c2ccc(C)cc2)cc1
    -7	0	75	80	3	-59	-14	7	-5	-0.4
(45) C/C(=N\NC(=O)CN1CCN(S(=O)(=O)c2ccc(C)cc2)CC1)c1cccnc1
    0	-6	92	93	1	-24	1	7	-3	-1.6
(46) Cc1ccc(-c2c(C)n([O-])c3c([n+]2=O)CCCCC3)cc1
    12	-2	100	99	1	-32	1	4	-6	0.0
(47) S=c1[nH]ncn1/N=C/c1ccc(N2CCOCC2)cc1
    /	0	89	84	2	-28	-16	16	4	-2.2
(48) O=C(Cc1ccc(-n2c(=O)c3ccccc3n(Cc3cccc([N+](=O)[O-])c3)c2=O)cc1)NCC1CCCO1 (centres undefined)
    /	-3	90	96	2	-14	7	6	3	-0.9
(49) CC1CCN(C(=O)CSc2nc3c(cnn3-c3ccc(Cl)cc3)c(=O)[nH]2)CC1
    -8	0	89	109	8	-8	-2	21	2	-3.2
(50) COc1ccc(C2C(C#N)=C(/N=C/N3CCN(C)CC3)OC3=C2C(=O)CC(C)(C)C3)cc1OC (centres undefined)
    9	0	86	88	-1	-20	-3	5	-1	-1.0
(51) C=CCOc1ccc(/C=N/NC(=O)C(=O)Nc2ccccn2)cc1OC
    /	-7	85	86	4	-21	-3	1	-10	-2.8
(52) COc1ccc(OC)c(NC(=O)CS(=O)(=O)Cc2nc(-c3ccccc3C)oc2C)c1
    /	-1	57	60	5	36	-5	17	13	-0.7
(53) Cc1ccc(S(=O)(=O)N=C2SCCCS2)cc1
    -2	0	99	105	-1	-20	-13	4	0	-0.9
(54) CCOC(=O)N1CCN(C(=O)c2ccccc2NC(=O)c2ccc(C(C)(C)C)cc2)CC1
    -44	-8	96	88	2	-17	-2	11	1	-1.1
(55) Cc1ccc(OCCn2cc(C#N)c3ccccc32)cc1
    33	/	74	71	10	-42	/	28	-3	-1.0
(56) CN(C)CCCNS(=O)(=O)c1ccc(N2CCC(c3ccc(Cl)cc3)=N2)cc1
    6	2	1.2*	1.1*	18*	7	-11	14	-2	-6.0
(57) CC1=C(C(N)=O)C(c2ccccn2)n2nc(SCc3ccccc3Cl)nc2N1 (centres undefined)
    6	/	86	90	3	-61	-7	3	1	-3.6
(58) COc1ccc(F)cc1S(=O)(=O)Nc1cccc(C(=O)O)c1
    /	-5	90	95	0	-52	7	13	-19	-1.3
(59) C=CCn1c(Sc2ccccc2)nc2c1c(=O)[nH]c(=O)n2C
    -4	/	90	100	3	-37	/	32	6	-1.7
(60) Cc1ccc2nc(SCc3cccc([N+](=O)[O-])c3)nc(C)c2c1
    -19	0	92	87	3	-27	3	6	-4	0.5

# Continued.
# Below each compound: E-sel TNF inh	Phagocytosis inh	HCT116 bCat-KO	HCT116 PTEN-null	NPY-Y2 antag	BB579 growth dn	Yeast life ext	Measles CPE	GALR2 antag	MRP1 act
(61) COC(=O)C(NC(=O)c1ccc(F)cc1)(Nc1nc(C)cs1)C(F)(F)F (centres undefined)
    -12	-1	93	100	1	-52	-7	14	-14	0.6
(62) Cn1cc(C(=O)N2CCc3ccccc3C2)c(=O)c2cc(S(=O)(=O)N3CCCCC3)ccc21
    -9	0	88	97	0	-18	1	1	3	1.0
(63) CCOc1ccc(-c2nnn(CC(=O)Nc3cc(OC)ccc3OC)n2)cc1OCC
    -12	/	108	94	2	-37	-9	20	-2	-2.3
(64) COc1cc(-c2c(C#N)c(N)nc3c2CCCC3)cc(OC)c1OC
    -21	/	94	89	2	-15	-7	38	4	-2.6
(65) CCC(=O)n1nc(-c2ccc(OC)cc2)nc1N
    -17	/	90	83	1	-4	-28	21	12	-1.2
(66) COCCn1nnnc1C(c1cc2ccc(OC)cc2[nH]c1=O)N1CCc2ccccc2C1 (centres undefined)
    -29	/	98	89	0	-10	-2	5	-4	-3.0
(67) O=C(O)CCC(NC(=O)c1cncc(O)c1)C(=O)O (centres undefined)
    -21	0	101	102	0	-42	1	10	-3	0.4
(68) CCN(CC)C(=O)Cn1cnc2sc(C(=O)N3CCN(c4ccc(OC)cc4)CC3)c(C)c2c1=O
    0	0	89	99	3	-36	-5	13	-6	-0.9
(69) CC(=O)C1(C)OC(N)=C(C#N)C(c2ccccc2)C1(C#N)C#N (centres undefined)
    -19	2	89	101	2	-31	2	21	3	-0.7
(70) N#CCCN(C(=O)CN1C(=O)NC2(CCCC2)C1=O)c1ccccc1F
    3	1	98	98	-1	-74	9	12	7	-1.2
(71) CCc1cccc(C)c1NC(=S)NCC(c1cccnc1)N1CCOCC1 (centres undefined)
    /	-5	82	90	1	-14	-2	11	4	-2.2

# Screening results as filed in PubChem.
